# From PubChem
# Cneo AK release: Cryptococcus neoformans lysis via adenylate kinase release. C. neoformans lysis, adenylate kinase release luminescence, 4 h; normalised: neutral wells 0, clomiphene wells 100. lysis activity, % at 15 µM. actives 0.2% (n = 360,000);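 active means mean lysis activity across replicates of at least 80%, whatever share of replicates individually reach that level; inactive means mean lysis activity below 80%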
#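 Assay system: Cryptococcus neoformans yeast cells / Dosing: single-point compound dose / Timing: 4 h at 37 °C static, read 1 h later / Measured by: luminescence of released adenylate kinase using an AK detection reagent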
# Active calls of the source: *. These rows are one share of the data; the hit share may differ from the screen's.
SMILES	Cneo AK release
CS(=O)(=O)c1ccc(Sc2nc3ccccc3[nH]2)c([N+](=O)[O-])c1	2
Oc1cccc(C(=S)N2CCN(Cc3ccccc3)CC2)c1	-7
COc1ccc(NS(=O)(=O)c2cccc(NC(=O)c3ccc(S(=O)(=O)N4CCCCCC4)cc3)c2)cc1	-2
O=[N+]([O-])c1ccc(O)c(/C=N/Nc2ccc(Cl)nn2)c1	0
CC1CC(C)CN(C(=O)Cn2c(-c3nonc3N)nc3ccccc32)C1 (centres undefined)	-4
Cc1cc(=O)oc2cc(OCC3CC(c4ccc(N(C)C)cc4)=NO3)ccc12 (centres undefined)	2
COc1ccc(NC(=O)NCc2ccncc2)c(OC)c1	8
CCC12CN3CC(CC)(CN(C1)C3c1ccc(OC(C)C)cc1)C2=O (centres undefined)	3
Cc1ccc(C)c(S(=O)(=O)N2CCN(CC(=O)Nc3ccc4c(c3)OCCO4)CC2)c1	2
CCOC(=O)COn1c(SCC(=O)OCC)nc2ccccc2c1=O	-6
O=C(Nc1nnc(SCc2ccc(F)cc2)s1)C1Cc2ccccc2CN1C(=O)c1ccco1 (centres undefined)	1
COC(=O)c1sccc1NC(=O)c1cc(OC)cc(OC)c1	1
CCc1nnc(SCC(=O)NC2CCCCC2)nc1CC	1
O=C(NCc1cccnc1)c1ccccn1	2
CCOC(=O)c1cccc(NC(=O)CCNS(=O)(=O)c2ccc3c(c2)CCN3C(=O)CC)c1	-1
Cc1cc(N/N=C/c2ccc(O)cc2O)nc(-c2ccccc2O)n1	-7
COc1ccc(NC(=O)C(c2ccccc2)N(C)C(=O)CNC(C)=O)cc1 (centres undefined)	1
O=c1c2cc(Br)ccc2[nH]c(=S)n1Cc1cccnc1	5
S=C(Nc1ccccc1)N1CCCCCC1	-1
COc1cc(CNC(C)(C)CO)ccc1OCC(=O)Nc1ccc(Br)cc1	0
Cc1ccc(CN(C)C(=O)C2CCCN2C(=O)c2cccs2)o1 (centres undefined)	6
Nc1nc(CN2CCOCC2)cs1	-2
COc1ccccc1-n1c(CNc2c(C)cccc2C)nnc1SCC(=O)N1CCOCC1	9
CCOC(=O)CSc1nc2c([nH]c3ccccc32)c(=O)n1C	21
Cc1ccc(CNC(=O)CCOc2ccc(C(C)(C)C)cc2)cc1	-3
Cc1noc(C)c1CSc1nc2ccccc2n1C	-1
COc1ccc(OC)c(CCNC(=O)CS(=O)(=O)Cc2nc(-c3ccccc3C)oc2C)c1	0
O=C(NCc1ccco1)C12CC3CC(C1)CC(C(=O)NCc1ccco1)(C3)C2	-2
Cc1ccccc1Cn1c(Cc2ccccc2)nc2ccccc21	6
Cc1oc(-c2ccc(Cl)cc2)nc1CN1CCCC(C(=O)NCCCN2CCOCC2)C1 (centres undefined)	2
O=C(Nc1ccccc1Cl)c1cccc(NC(=O)C2C3CC4OC(=O)C2C4C3)c1 (centres undefined)	0
O=C(Cn1nc(-c2ccccc2)nc1-c1ccccc1)N1CCOCC1	1
Cc1ccc(S(=O)(=O)N2CCC(C(=O)OCC(=O)N3CCc4ccccc43)CC2)cc1	-4
CCC(=O)c1cn(CC(=O)NCC2CCCO2)c2ccccc12 (centres undefined)	1
CCCOc1ccc(N2CC(C(=O)NC(C)C)CC2=O)cc1 (centres undefined)	-5
COc1ccccc1NS(=O)(=O)c1ccc(O)c(C(N)=O)c1	3
Cc1cccc(-c2nnn(CC/C(N)=N/O)n2)c1	7
COc1cc2[nH]c(=O)n(CCCCCC(=O)N3CC=C(c4ccccc4)CC3)c(=O)c2cc1OC	4
O=c1cc(-c2ccccc2)c2ccc(O)c(CN3CCCCC3)c2o1	2
COc1ccccc1CNC(=O)CCn1c(=O)[nH]c2ccsc2c1=O	5
CCOc1c(Br)cc(/C=C2\C(=O)N(CCC#N)N=C2C)cc1OC	1
CCOC(=O)c1c(NC(=O)CN2CCOCC2)sc2c1CCCC2	0
CCOC(=O)c1nnn(-c2nonc2N)c1CNc1ccccc1	2
Cc1sc2nc(SCC(=O)NCCO)n(C)c(=O)c2c1C	6
COc1ccc(CNC(=O)CCS(=O)(=O)c2cccc3nonc23)cc1	0
CC(C)Oc1ccc(CC2CC(=O)NC2=O)cc1 (centres undefined)	-1
CCOC(=O)CN(C(=O)CSc1nnc(COc2ccc(OC)cc2)n1C)c1ccccc1	-3
O=C(CSc1nnc(-c2cccs2)o1)N1CCc2ccccc21	0
CCc1ccc(C2=NN(S(C)(=O)=O)C(c3cccs3)C2)cc1 (centres undefined)	-4
CC(C)C1N=C2c3ccccc3N=C(SCc3cc(=O)n4cc(Cl)ccc4n3)N2C1=O (centres undefined)	1
CC(Oc1ccc(-c2ccccc2)c(F)c1)c1ccn(S(=O)(=O)c2ccc(Cl)cc2)n1 (centres undefined)	-1
COc1ccc(N2C(=O)CCC2(C#N)c2ccc(Br)cc2)cc1 (centres undefined)	0
COc1ccc(C(=O)CSc2nnc(-c3ccc(C)cc3)o2)cc1	0
CN(CC(=O)Nc1nc2ccccc2s1)S(=O)(=O)c1ccc(Cl)cc1	-2
COc1ccc(NC(=O)CCS(=O)(=O)c2cccc3nonc23)c(OC)c1	12
O=C(NC(=S)N1CCN(c2ccc(Cl)cc2[N+](=O)[O-])CC1)c1cccs1	4
C=CCn1c(N)c(C(=O)NCc2cccnc2)sc1=S	-1
O=C1CC(N2CCN(C(c3ccccc3)c3ccccc3)CC2)C(=O)N1Cc1ccc(N2CCCC2=O)cc1 (centres undefined)	2
Cc1ccc(S(=O)(=O)NNC(=O)C2CCN(Cc3ccccc3)CC2)cc1	3
CC1CCC(NC(=O)Nc2cccs2)CC1 (centres undefined)	-1

# (next part)
SMILES	Cneo AK release
COc1ccccc1N1CCN(C(=O)CSc2nnc(NC(=O)C3CCC3)s2)CC1	10
CC12CN(C(=O)c3ccc(Cl)cc3)C3(C#N)CC1CCC23C (centres undefined)	9
O=C(c1ccco1)N1CCN(C(=O)C(Cc2ccccc2)NS(=O)(=O)c2cccs2)CC1 (centres undefined)	-3
COC(=O)c1ccc(NC(=O)CSc2nnnn2C2CCCCC2)cc1	20
O=C(CSc1nnc(Cc2cc(=O)[nH]c(=O)[nH]2)n1-c1ccc(Cl)cc1)NCC1CCCO1 (centres undefined)	-4
CCC(C)NCc1ccc(C(=O)OC)o1 (centres undefined)	0
Cc1nc(SCC(=O)c2c[nH]c3ccccc23)n[nH]1	-6
CCOC(=O)c1c(C2CC2)csc1NC(C)=O	-1
CC(=O)c1c(C)[nH]c(C(=O)Nc2c(C)n(C)n(-c3ccccc3)c2=O)c1C	4
CCOC(=O)CCc1c(C)c2ccc(OCC(=O)OC(C)C)cc2oc1=O	3
c1ccc(Cc2nnc(-c3ccccc3)o2)cc1	-2
CC1=C(C(=O)Nc2ccc(Cl)cc2)C(c2cccs2)n2nnnc2N1 (centres undefined)	11
O=C(Cn1[nH]c(=O)c2ccccc2c1=O)NCc1cccnc1	-2
CC1CCC(C(=O)NC(C(=O)NCc2ccccn2)C(C)C)CC1 (centres undefined)	-9
O=C(Nc1ccc(F)cc1)C(c1ccccc1)N1CCN(C(=O)c2ccco2)CC1 (centres undefined)	-1
COc1ccc(CCNc2ccncn2)cc1	0
Cc1ccc(NC(=O)C2CCN(C(=O)NC3CCCCC3)CC2)cc1Cl	2
Cn1nc(C(F)(F)F)c(C(=O)Nc2ccc(C(F)(F)F)cc2)c1Cl	0
O=C(OC(C(=O)NCC1CCCO1)c1ccc(F)cc1)c1ccco1 (centres undefined)	1
Cc1ccc(S(=O)(=O)N2CCN(C(=O)CCC(=O)OCC(=O)Nc3cccc(C#N)c3)CC2)cc1	0
Cc1ccccc1OCC(=O)N(Cc1cccs1)C1CCS(=O)(=O)C1 (centres undefined)	-1
Cc1ccc(/C=N/n2c(C)cc(C)c(C#N)c2=O)cc1	5
COc1ccc(CNC(=O)CSc2nc(-c3ccccc3)cc(-c3cccs3)c2C#N)cc1	0
COc1cc(S(=O)(=O)N2CCN(C)CC2)c(OC)cc1Cl	3
Cc1ccc(C(=O)CSc2nnc(CNc3ccc(C)cc3C)n2Cc2ccco2)cc1	2
Cn1c(OCc2cccnc2)nc2c1c(=O)n(Cc1ccc(Br)cc1)c(=O)n2C	2
COCC(N)(c1ccccc1)c1nc2ccccc2n1C (centres undefined)	6
COc1ccccc1-c1nnc(SCC(=O)Nc2ccc(Cl)cc2Cl)o1	-1
Cc1ccc2ncnc(NCCC(=O)O)c2c1	10
COc1ccc(N2C(=O)CSC2c2ccc3c(c2)OCO3)cc1 (centres undefined)	-4
O=C(c1ccc(N2CCCCC2)c([N+](=O)[O-])c1)N(Cc1ccccc1)c1ccccn1	7
O=C(NCc1ccccc1)C1CC2CCCC(C1)C2=O (centres undefined)	-6
CNc1oc(C)nc1S(=O)(=O)c1ccc(C)cc1	1
CCOc1cc(C(=O)CCC(=O)OCC(=O)N2c3ccccc3NC(=O)C2(C)C)ccc1O	0
CC(C)OC(=O)NC(C)(C)COC(=O)Nc1cccc(Cl)c1	-3
CC(c1ccco1)N(C(=O)CSc1ccc(Br)cc1)c1ccccn1 (centres undefined)	4
Cc1cc2nc(SC(C)C(=O)O)[nH]c2cc1C (centres undefined)	-2
O=C(COc1ccccc1F)Nc1nnc(-c2ccncc2)s1	1
CCOC(=O)c1c(C)sc2c1N(C(=O)CN(CC)CC)c1ccccc1S2	2
CC(=O)Cc1nsc(NC(=O)c2ccc(-c3ccccc3Cl)o2)n1	-5
c1cnc(NCCNc2ncccn2)nc1	10
COc1ccc(OC)c(C2C(C(C)=O)=C(O)C(=O)N2c2ccc(F)cc2)c1 (centres undefined)	2
CC(C)(C)c1cc2cccnc2n1Cc1cccc(Cl)c1	4
Cc1ccc(N(CN2CCCC2=O)C(=O)c2ccc(OC(C)C)cc2)cc1	-5
COC(=O)c1cccc(NC(=O)Cn2nnc3ccccc32)c1	-1
CC(C)C(=O)Nc1ccccc1N1CCN(S(C)(=O)=O)CC1	-1
CCCCCCCCCn1c2c(c(=N)c3c1CCC3)CCC2	-1
Cc1ccc(C(C)C)c(OCCN(C)C)c1	0
Fc1ccc(-c2oncc2-c2nnnn2-c2ccccc2)cc1F	-11
O=C(c1cnccn1)N1CCc2ccccc21	10
COc1ccc(C2CC(=O)c3cnc(NC(=O)c4cccc(OC)c4)nc3C2)cc1 (centres undefined)	-1
CC1CCCC(NC(=O)c2ccc3c(=O)n(CC4CCCO4)c(=O)[nH]c3c2)C1C (centres undefined)	-2
Cc1ccccc1NC1=NC(=S)N(c2ccccc2)C12CCOC(C)(C)C2 (centres undefined)	2
CC(C)C(=O)NC(c1cccs1)c1cc([N+](=O)[O-])c2cccnc2c1O (centres undefined)	1
CCc1nc2ccccc2c(C(=O)Oc2cccc3cccnc23)c1C	0
CCOC(=O)c1sc(N)c(C#N)c1CSc1nnc(C2CCCCC2)n1N	-5
O=C(NCN1CCN(c2ccccc2F)CC1)c1ccccc1	4
COc1ccccc1N=Cc1nc(-c2ccccc2)oc1OC(C)=O	-2
Cc1cc2n(n1)C(c1ccccc1)CC(c1ccc(Br)cc1)=N2 (centres undefined)	-16
O=S(=O)(Nc1ccccc1N1CCOCC1)c1ccc(Cl)s1	1

# (list continues)
SMILES	Cneo AK release
COc1ccc(C(=O)COC(=O)Cn2nnc3ccccc32)cc1Br	3
COCCN(C(=O)CCC(=O)Nc1cccnc1)C(C(=O)NC1CCCCC1)c1ccccc1 (centres undefined)	1
CCCCc1c(O)nc(SCC(=O)N2CCOCC2)n(-c2ccccc2C)c1=O	0
COc1cccc(-c2nn3c(-c4cc(C)[nH]n4)nnc3s2)c1	-1
Cc1ccc(N2C(=O)[C@@H]3[C@H](C2=O)C2CCCN2[C@@H]3C(=O)c2ccccc2)cc1 (some centres undefined)	2
COc1cccc(Cn2cnc3c(NS(=O)(=O)c4ccc(Cl)cc4)c(C)c(C)cc32)c1	0
Cc1cc(N2C(=O)C3CC=CC(C)C3C2=O)no1 (centres undefined)	1
CC(C)c1nc2oc3c(N4CCN(C)CC4)ncnc3c2c2c1CCC2	-17
N#CCCN(Cc1cccnc1)C(=O)Nc1ccc(Cl)c(Cl)c1	1
Cn1sc(NC(=O)c2ccccc2)nc1=O	-8
COCCn1c(SCc2c(F)cccc2Cl)nc2c1c(=O)[nH]c(=O)n2C	2
COc1ccc(OCCCC(=O)Nc2ccc3c(c2)OCO3)cc1	3
